Rac1 GTP hydrolysis: MgcRacGAP GTPase-activating activity inhibitors, confirmation, biochemical, ADP Hunter fluorescence. MgcRacGAP-stimulated Rac1 GTP hydrolysis, ADP Hunter fluorescence; higher % means a stronger effect; GST-tagged Rac1 F28L mutant substrate. AID 624330. 340,000 compounds, 0.6% hits. one-dose inhibition, % at 30 µM; IC50 in µM for titrated hits;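 active = first-screen hits whose inhibition reached a set limit at any dose in the follow-up dose series; inconclusive = inhibition above the set first-screen limit but never retested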;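 note: fluorescence reports GDP produced by GAP-driven GTP hydrolysis; strong numbers were not always called active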
SIAH1 antagonists: blockers of Siah-1 interaction with plectin peptide – biochemical, fluorescence polarization, rhodamine-plectin, uHTS, primary screen (AID 1817); 290,000 compounds, 0.02% hits; displacement, % at 20 µM; hits with a dose series show IC50 in µM; Siah-1 / rhodamine-plectin peptide fluorescence polarization; higher % means a stronger effect;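 active = displacement of at least 50% at 20 µM, with a fluorescence ratio check between 0.3 and a set limit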;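 note: plate controls were Siah plus tracer with DMSO for no effect and tracer alone without Siah for full effect; strong numbers were not always called active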
UTI89 phage lysis: inhibition of K1F phage lysis, E. coli UTI89, bacterial capsule biogenesis inhibitors, alamar blue (AID 488966); E. coli UTI89 K1F phage lysis, alamar blue, 2 h; higher % means a stronger effect; one-dose inhibition, % at 100 µM; IC50 in µM for titrated hits; 340,000 compounds, 0.02% hits;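 active = phage lysis inhibition, versus mean bacterial control, above a set limit; inconclusive = no clear call, values can overlap the other calls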;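 note: capsule biogenesis inhibitors block K1F phage lysis so surviving cells raise fluorescence; higher fluorescence means more inhibition of phage lysis; actives were called in the ten point dose series up to 300 µM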
RSV antiviral HEp-2: RSV antiviral activity via CPE protection, HEp-2 cells, primary 10 µM value included (AID 2391). CPE inhibition, % at 10 µM, or IC50 in µM where a hit was titrated. 310,000 compounds, 0.13% hits. HEp-2 cells, RSV-induced CPE inhibition; higher % means a stronger effect; in the data active = a potency from the dose series; inconclusive = CPE inhibition mostly from about 23% at the one dose, without a potency; inactive = the rest, 99 in 100 with CPE inhibition below about 21%; note: strong numbers were not always called active
SV40 large T antigen: TAg ATPase/helicase activity blockers – biochemical (AID 1903). SV40 large T antigen ATPase/helicase inhibition assay; higher % means a stronger effect. one-dose inhibition, % at 20 µM; IC50 in µM for titrated hits. 310,000 compounds, 0.39% hits; in the data active = a potency from the dose series; inconclusive = inhibition mostly from about 32% at the one dose, without a potency; inactive = the rest, 99 in 100 with inhibition below about 32%; note: strong numbers were not always called active
West Nile virus CPE: inhibition of WNV-induced cytopathic effect – cell-based, CPE readout (AID 1621). West Nile virus-infected cells, CPE inhibition; higher % means a stronger effect. CPE inhibition, % at 10 µM, or IC50 in µM where a hit was titrated. 290,000 compounds, 0.02% hits; in the data active = a potency from the dose series; inconclusive = CPE inhibition mostly from about 3.7% at the one dose, without a potency; inactive = the rest, 99 in 100 with CPE inhibition below about 2.2%; note: strong numbers were not always called active
AID2073: inhibitors of Mint1-CaV2.2 protein interaction, biochemical, HTRF (AID 2073); HTRF protein-protein interaction, Mint1-CaV2.2; higher % means a stronger effect; inhibition, % at 20 µM, or IC50 in µM where a hit was titrated; 290,000 compounds, 0.19% hits; in the data active = inhibition mostly above about 51%, no sharp cut-off; inconclusive = no clear call, values can overlap the other calls; inactive = mostly below about 53%; note: some results filed as inactive read as strong as hits
NTR1 ag: NTR1-driven beta-arrestin-GFP spot formation – imaging, U2OS cells, high content, primary screen (AID 493036); P30989; agonist mode; activation, % at 20 µM; 330,000 compounds, 0.17% hits;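 active = activation at or above 40% of the spot to cytoplasm intensity ratio, with at least 20 cells analyzed; inconclusive = wells under 20 cells, flagged as cytotoxic or low count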;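 note: 0% = DMSO without peptide and 100% = 100 nM NTR1 peptide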
Target sequence (P30989 whole entry, looked up): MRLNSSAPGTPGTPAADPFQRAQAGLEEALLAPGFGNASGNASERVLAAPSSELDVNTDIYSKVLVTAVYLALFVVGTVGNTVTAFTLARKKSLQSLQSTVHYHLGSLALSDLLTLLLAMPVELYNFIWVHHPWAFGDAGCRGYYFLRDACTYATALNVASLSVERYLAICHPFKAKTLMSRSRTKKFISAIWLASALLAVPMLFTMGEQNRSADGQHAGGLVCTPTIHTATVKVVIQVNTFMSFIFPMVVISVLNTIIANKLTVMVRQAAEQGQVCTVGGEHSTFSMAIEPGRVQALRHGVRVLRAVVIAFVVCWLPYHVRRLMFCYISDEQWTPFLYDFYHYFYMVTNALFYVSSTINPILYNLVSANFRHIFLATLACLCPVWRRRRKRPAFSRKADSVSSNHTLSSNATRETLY
Dengue-2 NS5 capping: flavivirus cap methylation enzyme inhibition – biochemical, confirmation dose response, primary screen (AID 588689); Dengue-2 NS5 methyltransferase capping enzyme assay, biochemical; higher % means a stronger effect; one-dose inhibition, % at 25 µM; IC50 in µM for titrated hits; 340,000 compounds, 0.3% hits; in the data active = a potency from the dose series; inconclusive = inhibition above about 29% without an active follow-up result
NTR1 ag cell count 20 µM: second read-out of NTR1 ag, no call of its own (marks repeat the call); cell count; measured here: cell count, cytotoxicity flag
Dengue-2 NS5 capping pilot replicate: also measured in Dengue-2 NS5 capping; calls as there; inhibition, %; measured here: pilot screen replicate inhibition
* = called active by the depositor; ? = inconclusive; nt = not tested or not shown; & = joins results of further samples; [ ] = another dose, or the depositor's remark.

Start of the listing, in advance:
SMILES	Rac1 GTP hydrolysis	SIAH1 antagonists	UTI89 phage lysis	RSV antiviral HEp-2	SV40 large T antigen	West Nile virus CPE	AID2073	NTR1 ag	NTR1 ag cell count 20 µM	Dengue-2 NS5 capping	others
CC(=O)Nc1ccc(NC(=O)C2CC(=O)N(c3cccc(C)c3C)C2)cc1 (stereo unspecified)	10.3%	1.8%	0.7%	1.1%	2.4%	0.1%	-12.4%	0.4	44	-1.1%
Cc1cccc(C)c1NC(=O)CNC(=O)CCCN1C(=O)c2cccc3cccc(c23)C1=O	4.1%	nt	0.6%[50 µM]	0.0%	nt	nt	nt	-2.6	47	-5.2%
FC(F)Sc1ccc(NC(=S)NC(c2ccccc2)c2ccccc2)cc1	7.5%	6.8%	0.4%	13.9%	9.8%	2.1%	15.8%	40.8*	26*	-14.7%
NC(=O)c1ccc(SCC(=O)OCC(=O)N2CCCC2=O)c([N+](=O)[O-])c1	7.4%	nt	1.0%[50 µM]	-0.8%	10.7%	nt	nt	1.1	44	-5.8%
Cc1c2ccccc2nc2c(F)c(NCCO)c(F)c(F)c12	5.7%	28.3%	-0.1%	1.53µM*	11.2%	0.4%	14.5%	-0.6	45	?
COCCCNC(=O)CSc1nc2cc(S(=O)(=O)N3CCCCC3)ccc2o1	3.2%	nt	0.9%[50 µM]	2.3%	6.3%	nt	nt	-1.2	45	-5.9%
Cc1n[nH]c(=O)nc1NC1CCCCC1	10.3%	2.1%	0.5%	0.4%	1.3%	1.2%	-18.1%	1.2	31	2.8%

The list itself, from the first entry:
SMILES	Rac1 GTP hydrolysis	SIAH1 antagonists	UTI89 phage lysis	RSV antiviral HEp-2	SV40 large T antigen	West Nile virus CPE	AID2073	NTR1 ag	NTR1 ag cell count 20 µM	Dengue-2 NS5 capping	others
CC(=O)Nc1ccc(NC(=O)C2CC(=O)N(c3cccc(C)c3C)C2)cc1 (stereo unspecified)	10.3%	1.8%	0.7%	1.1%	2.4%	0.1%	-12.4%	0.4	44	-1.1%
Cc1cccc(C)c1NC(=O)CNC(=O)CCCN1C(=O)c2cccc3cccc(c23)C1=O	4.1%	nt	0.6%[50 µM]	0.0%	nt	nt	nt	-2.6	47	-5.2%
FC(F)Sc1ccc(NC(=S)NC(c2ccccc2)c2ccccc2)cc1	7.5%	6.8%	0.4%	13.9%	9.8%	2.1%	15.8%	40.8*	26*	-14.7%
NC(=O)c1ccc(SCC(=O)OCC(=O)N2CCCC2=O)c([N+](=O)[O-])c1	7.4%	nt	1.0%[50 µM]	-0.8%	10.7%	nt	nt	1.1	44	-5.8%
Cc1c2ccccc2nc2c(F)c(NCCO)c(F)c(F)c12	5.7%	28.3%	-0.1%	1.53µM*	11.2%	0.4%	14.5%	-0.6	45	?
COCCCNC(=O)CSc1nc2cc(S(=O)(=O)N3CCCCC3)ccc2o1	3.2%	nt	0.9%[50 µM]	2.3%	6.3%	nt	nt	-1.2	45	-5.9%
Cc1n[nH]c(=O)nc1NC1CCCCC1	10.3%	2.1%	0.5%	0.4%	1.3%	1.2%	-18.1%	1.2	31	2.8%
COc1cc2nc(N3CCN(C(=O)[C@@H]4CCCO4)CC3)nc(N)c2cc1OC	10.1%	-1.8%	0.4%	-0.7%	12.3%	0.1%	-4.4%	-1.2	64	-4.5%
CN(C)S(=O)(=O)c1ccc(S(=O)(=O)Nc2ccc3c(c2)oc2ccccc23)cc1	5.3%	11.4%	-0.3%	4.8%	3.6%	-0.9%	0.5%	13.2	58	4.2%
COc1cccc(CNC(=O)CCNC(=O)C2CCN(S(=O)(=O)c3ccccc3)CC2)c1	5.4%	3.9%	0.1%	2.0%	9.0%	0.0%	8.3%	1.4	65	-12.4%
COc1ccc(CN(C(=O)c2ccco2)C2CCS(=O)(=O)C2)cc1 (stereo unspecified)	1.2%	-6.7%	-0.1%	4.2%	9.3%	-0.5%	-0.5%	-0.8	58	-3.9%
CCOCCNC(=O)c1ccccc1C(=O)NCCOCC	-1.4%	1.4%	0.2%	0.1%	-2.5%	0.3%	0.2%	1.2	76	-13.0%	Dengue-2 NS5 capping pilot replicate=-7.0
CC(C)c1onc(C(=O)Nc2sc3c(c2C#N)CCC3)c1[N+](=O)[O-]	13.6%	-3.3%	-0.1%	2.6%	27.1%	0.2%	6.1%	-1.3	82	27.3%
Cc1ccc(C2Nc3ccccc3-c3nc4ccccc4n32)o1 (stereo unspecified)	3.8%	-5.7%	-0.2%	2.1%	3.1%	0.0%	20.9%	2.4	49	-4.9%
Cc1cc(C(=O)OCC(=O)c2cccc([N+](=O)[O-])c2)c2ccccc2n1	7.5%	5.0%	0.4%	1.1%	3.0%	-0.4%	-11.5%	-0.6	40	-2.2%
CC(=O)Nc1ccc(NC(=O)CCS(=O)(=O)c2ccc3c(c2)oc(=O)n3C)cc1	6.8%	3.0%	0.2%	1.6%	7.0%	0.3%	23.2%	1.1	44	-5.2%
CC(=O)N1CC(C)Sc2ccc(S(=O)(=O)NCc3ccc(F)cc3)cc21 (stereo unspecified)	8.2%	2.2%	0.1%	4.3%	0.4%	-0.7%	6.1%	1.9	52	0.0%
O=C(O)CCC(=O)OCCCc1cc2ccccc2c(=O)o1	2.3%	nt	1.0%	nt	nt	nt	nt	2.0	61	4.1%
COc1ccc2c(c1OC)C(=O)OC2Nn1cncn1 (stereo unspecified)	3.7%	-5.3%	2.1%	1.2%	12.1%	0.3%	0.9%	-0.5	47	-6.4%
COc1ccccc1-c1noc(-c2ccccc2)n1	4.5%	-3.0%	0.2%	1.4%	-0.9%	nt	-5.5%	1.2	70	-8.9%
CC(=O)NC(Cc1ccccc1)C(=O)NC1CCN(C(=O)c2ccc([N+](=O)[O-])cc2)CC1 (stereo unspecified)	2.6%	5.9%	-0.2%	1.5%	2.8%	-0.1%	8.7%	-0.1	77	12.5%
Cc1occc1C(=O)N/N=C/c1ccc[nH]1	6.1%	13.1%	-0.1%	1.2%	11.1%	0.1%	16.1%	0.2	69	-1.9%
O=S1(=O)CCN(OCc2ccc(F)cc2Cl)CC1	-3.3%	8.4%	-0.1%	1.2%	11.3%	0.7%	0.9%	0.3	31	-2.3%
Cc1nc(Nc2nc3ccccc3o2)nc(C)c1C(=O)Nc1ccc(F)cc1	5.2%	0.5%	-0.3%	3.5%	1.4%	0.2%	-8.0%	0.2	36	-2.3%
O=C(Cn1nc(-c2ccccc2)ccc1=O)NCCN1CCN(c2cccc(Cl)c2)CC1	9.5%	0.7%	10.7%	1.4%	-9.1%	-0.9%	11.4%	-1.2	60	-4.8%
(cont.)
SMILES	Rac1 GTP hydrolysis	SIAH1 antagonists	UTI89 phage lysis	RSV antiviral HEp-2	SV40 large T antigen	West Nile virus CPE	AID2073	NTR1 ag	NTR1 ag cell count 20 µM	Dengue-2 NS5 capping	others
CCCCCNC(=O)CC1Nc2c3ccccc3nc(=S)n2C1=O (stereo unspecified)	3.9%	-0.8%	0.0%	0.1%	11.4%	0.3%	19.0%	1.7	82	-2.5%	Dengue-2 NS5 capping pilot replicate=-4.9
O=C(Nc1ccccc1F)Nc1cccnc1Cl	7.4%	nt	1.2%	nt	6.6%	nt	nt	1.7	56	3.9%
CC(=O)c1cccc(NC(=O)c2ccc(OCc3c(C)noc3C)cc2)c1	-2.9%	nt	0.0%[50 µM]	0.1%	nt	nt	nt	1.5	80	0.8%
CCN(CC)S(=O)(=O)c1ccc(/C(O)=C2/C(=O)C(=O)N(CCOC)C2c2ccccc2)cc1 (stereo unspecified)	10.8%	5.6%	0.1%	0.7%	8.4%	0.6%	-3.1%	1.4	43	2.0%
CCOC(=O)Cc1nc2cc(Cl)ccc2o1	3.0%	0.5%	0.0%	1.5%	-16.5%	-0.2%	-2.7%	-0.8	26	-7.8%
O=C(CN1CCN(Cc2ccccc2)CC1)N1CCN(c2ccccc2)CC1	14.4%	-0.4%	0.3%	nt	8.0%	-0.2%	3.5%	2.9	60	-2.4%
CC(=O)Nc1ccc(S(=O)(=O)NC(CC(=O)NCCc2ccccc2)C(C)C)cc1 (stereo unspecified)	-5.4%	-1.5%	0.2%	-0.1%	15.3%	-0.1%	-2.1%	1.0	47	-1.4%
CCCCCc1nnc(NC(=O)Cc2cccs2)s1	7.3%	9.2%	4.7%	2.0%	10.8%	-0.2%	24.8%	4.2	65	-13.7%
COc1ccc(-c2ccc(=O)n(Cc3c(F)cccc3Cl)n2)cc1	nt	-1.4%	0.3%	2.1%	19.8%	-0.9%	17.3%	3.8	102	-3.3%
CCOC(=O)c1c(C)[nH]c(C)c1S(=O)(=O)NCCc1ccco1	-4.2%	2.9%	0.1%	12.0%	2.9%	-0.6%	-7.5%	-1.0	63	-8.3%
COc1c2occc2c(OC)c2c(=O)cc(C)oc12	4.1%	-10.2%	2.5%	-1.6%	15.0%	0.3%	2.1%	4.9	55	-3.0%
Cc1csc(Sc2ccc(C(=O)OCC(=O)Nc3ccc(F)cc3[N+](=O)[O-])cc2[N+](=O)[O-])n1	10.2%	1.6%	0.5%[50 µM]	2.5%	0.3%	-0.9%	7.4%	1.8	67	1.6%
Cc1cccc(C)c1OCCOCCN1CCN(C)CC1	?	1.0%	5.2%&-0.5%	-2.0%	2.5%	-0.3%	-6.4%	-0.8	75	-4.0%&-9.3%
CCOC(=O)C1CCN(C(=O)CCCNC(=O)Cn2cnc3sc(C)c(C)c3c2=O)CC1	6.7%	3.6%	0.7%	-0.5%	9.3%	-0.6%	5.7%	1.4	44	0.8%
Cn1cc(/C=C2\SC(=S)N(NC(=O)c3cccc(Cl)c3)C2=O)c2ccccc21	1.9%	24.4%	0.1%	nt	nt	0.2%	14.6%	nt	nt	24.6%
Cc1ccc(CNC(=O)COC(=O)c2cnc(C)cn2)cc1	2.2%	-1.4%	-0.1%	-0.2%	6.9%	0.3%	-0.7%	0.7	30	-11.9%
COc1ccc(NC(=O)Nc2cccc3c2O[C@H](CN(C)S(=O)(=O)c2ccccc2)[C@@H](C)CN([C@H](C)CO)C3=O)cc1	8.4%	nt	0.3%	nt	nt	nt	nt	-0.4	69	-44.4%
O=C(CCCOc1ccccc1)Nc1nnc(C2CCCO2)s1 (stereo unspecified)	8.1%	3.2%	0.3%	1.0%	1.2%	-0.2%	5.2%	-0.3	91	-2.4%
CC(=O)Nc1ccc(NC(=O)C(C)OC(=O)c2ccc3[nH]c(C)c(C)c3c2)cc1 (stereo unspecified)	6.6%	nt	0.1%[50 µM]	12.8%	23.8%	nt	nt	2.8	66	-8.0%
O=C(NC1CCN(Cc2ccccc2)CC1)c1ccccc1Cl	9.2%	0.0%	0.2%	-0.6%	0.2%	-0.9%	1.2%	2.0	51	-5.3%
